VLA-4 inh = inhibition in human VLA-4 binding assay, primary screen, VLA-4 allosteric modulator project, MLPCN library, flow cytometry, VLA-4 expressing cells. inhibition, % (about 7 µM as worked out from the volumes in the protocol). 330,000 compounds, 0.2% hits. AID 2557, 2010. Integrin alpha-4 (Homo sapiens), P13612. ligand binding flow cytometry; in the data active = inhibition above about 50%
GLD-1 TGE inh = GLD-1/TGE RNA complex disruptors, primary screen, biochemical, fluorescence polarization; purified GLD-1 + fluorescein TGE RNA; inhibition, % at 5.96 µM; 320,000 compounds, 0.44% hits;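 active = percent inhibition above a per-plate cutoff, the plate mean of test compounds plus 3 SD, cut at about 30% in these data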;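 note: 0% = DMSO wells with GLD-1 and probe and 100% = wells lacking GLD-1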
Target sequence (Q17339 whole entry, looked up): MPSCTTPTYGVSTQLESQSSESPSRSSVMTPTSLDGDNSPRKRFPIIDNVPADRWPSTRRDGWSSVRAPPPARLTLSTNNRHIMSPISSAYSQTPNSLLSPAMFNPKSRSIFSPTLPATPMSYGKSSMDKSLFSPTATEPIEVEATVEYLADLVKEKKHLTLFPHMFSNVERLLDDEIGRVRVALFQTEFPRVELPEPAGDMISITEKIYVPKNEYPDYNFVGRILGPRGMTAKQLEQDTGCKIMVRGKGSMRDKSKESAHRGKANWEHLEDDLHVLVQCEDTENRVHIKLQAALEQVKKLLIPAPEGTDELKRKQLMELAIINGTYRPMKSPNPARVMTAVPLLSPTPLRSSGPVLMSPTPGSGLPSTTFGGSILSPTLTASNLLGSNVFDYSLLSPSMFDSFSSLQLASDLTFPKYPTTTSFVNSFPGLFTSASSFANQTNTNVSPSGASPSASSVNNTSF
BCLXL inh = inhibitors of human Bcl-xL, primary screen, biochemical, fluorescence polarization, HTS | 320,000 compounds, 0.7% hits | GST-Bcl-xL / FITC-Bim BH3 peptide fluorescence polarization | inhibition, % at 10.9 µM | AID 2129, 2009;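 active = inhibition above the mean of all tested compounds plus 3 SD, cutoff set per campaign, cut at about 30% in these data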;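 note: 0% = DMSO wells and 100% = unlabeled Bim-BH3 peptide competitor; inhibitors lower millipolarization by displacing the labeled peptide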
Target sequence (Q07817 whole entry, looked up): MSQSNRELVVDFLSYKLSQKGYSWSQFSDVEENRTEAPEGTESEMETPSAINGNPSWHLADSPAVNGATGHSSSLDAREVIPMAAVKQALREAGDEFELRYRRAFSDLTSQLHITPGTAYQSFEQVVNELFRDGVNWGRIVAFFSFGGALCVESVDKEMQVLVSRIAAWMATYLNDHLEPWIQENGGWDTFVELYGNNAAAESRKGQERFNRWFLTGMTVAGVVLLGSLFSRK
PME-1 primary = PME-1 inhibitors via competitive probe labeling, primary screen, biochemical, fluorescence polarization, FP-Rh probe, HTS; recombinant PME-1; inhibition, % at 5.9 µM; 320,000 compounds, 0.53% hits;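 active = inhibition above the campaign mean of all compounds plus 3 SD, cut at about 26% in these data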;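 note: competitive labeling of PME-1 active site by serine hydrolase directed probe; 0% = PME-1 with DMSO and 100% = wells lacking PME-1 enzyme; inhibitors block probe labeling so polarization falls and inhibition rises; many of its hits are not listed in these tables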
Target sequence (Q9Y570 whole entry, looked up): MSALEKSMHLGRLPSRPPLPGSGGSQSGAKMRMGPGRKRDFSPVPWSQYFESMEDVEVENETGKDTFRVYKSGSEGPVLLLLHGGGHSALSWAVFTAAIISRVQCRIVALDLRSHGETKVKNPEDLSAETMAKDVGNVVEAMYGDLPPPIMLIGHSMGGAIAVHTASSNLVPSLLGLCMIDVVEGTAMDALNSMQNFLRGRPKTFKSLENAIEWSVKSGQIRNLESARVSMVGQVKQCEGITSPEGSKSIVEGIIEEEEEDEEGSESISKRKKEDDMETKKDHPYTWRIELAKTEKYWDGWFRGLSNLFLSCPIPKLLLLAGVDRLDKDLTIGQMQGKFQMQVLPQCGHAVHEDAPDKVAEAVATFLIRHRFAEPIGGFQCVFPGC
MCL1-BIM inh = inhibitors of MCL1 binding to BIM-BH3, primary screen, biochemical, fluorescence polarization. Induced myeloid leukemia cell differentiation protein Mcl-1 (Homo sapiens), Q07820. GST-MCL1 / FITC-Bim-BH3 fluorescence polarization. inhibition, % at 10.9 µM. 320,000 compounds, 0.68% hits;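 active = inhibition above the mean inhibition of all tested compounds plus 3 SD, set per campaign, cut at about 40% in these data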;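 note: 0% = DMSO wells and 100% = unlabeled Bim-BH3 peptide control; higher means more loss of mP so more displacement of Bim peptide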
Fam108B inh = mouse Fam108B serine hydrolase inhibitors, primary screen, counter-screen for RBBP9 inhibitor project, biochemical, fluorescence polarization | recombinant Fam108B, FP-Rh probe fluorescence polarization | inhibition, % at 9.51 µM | 300,000 compounds, 0.33% hits | AID 1947, 2009;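 active = inhibition above the screen mean inhibition plus 3 SD, computed separately per campaign, cut at about 18% in these data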;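 note: inhibitors lower polarization as less probe binds the enzyme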
GRK2 aptamer HTS = compounds blocking aptamer binding on GRK2 – biochemical, human GRK2, bead flow cytometry, HTS, primary screen; inhibition of aptamer binding, % at 10 µM; FAM-aptamer displacement from GRK2; 330,000 compounds, 0.59% hits; Beta-adrenergic receptor kinase 1 (Homo sapiens), P25098;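 active = inhibition of aptamer binding above 40%, roughly 3 SD of noise, on plates passing a quality check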;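 note: median bead fluorescence of bound FAM aptamer so fluorescent compounds give negative values; no value below 0 was filed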
Efflux pump inh = inhibitors of Candida efflux pumps in yeast, primary screen, S. cerevisiae, Nile Red, multiplex | S. cerevisiae Candida pump triplex | inhibition, % at 10 µM | 330,000 compounds, 0.44% hits | AID 485275, 2010;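 active = plate passing quality check with inhibition over a set limit, or well fluorescence over plate mean plus 4 SD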;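 note: Nile Red retained in pooled yeast measured as flow cytometry median fluorescence; 0% = buffer negative control and 100% = Enniatin B positive control; higher means more Nile Red kept so more efflux inhibition; some compounds called inactive have numbers as strong as hits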
MEX-5 binding = MEX-5 zinc finger RNA-binding disruptors – biochemical, C. elegans, fluorescence polarization, MLPCN library, primary screen. Zinc finger protein mex-5 (Caenorhabditis elegans), Q9XUB2. MEX-5/FITC-TCR2 RNA binding; active compounds read low. activity score (negative = inhibition of binding), % at 10 µM. 300,000 compounds, 0.38% hits;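 active = inhibition past about -25% in most replicates, and total fluorescence under double the plate's negative control median, limit read from the data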;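 note: 0% = DMSO and -100% = 5 µM competing unlabeled TCR2 RNA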
* marks the source's active call; other numbers are inactive results; · = no result given.

SMILES	VLA-4 inh	GLD-1 TGE inh	BCLXL inh	PME-1 primary	MCL1-BIM inh	Fam108B inh	GRK2 aptamer HTS	Efflux pump inh	MEX-5 binding
CN1N=C(C(=O)N2CCCC(Nc3ccc(F)c(F)c3)C2)CCC1=O (stereo not drawn)	0	5	4	5	5	2	0	0.0	0.8
CC(=O)N1CCCc2cc(S(=O)(=O)CCC(=O)N3CCN(c4cccc(C)c4)C(C)C3)ccc21 (stereo not drawn)	-18	5	4	-4	7	5	40	0.0	-0.2
CCOC(=O)c1cc(-c2ccc(Cl)cc2)nc2c1c(=O)[nH]c(=O)n2CCOC	2	7	6	-5	6	-2	0	0.1	-0.4
Nc1nc2ccccc2n1/N=C/c1ccc(Br)cc1	12	2	1	11	1	29*	0	0.0	-0.2
O=C(NCCc1ccccc1)c1ccc2nc(-c3ccco3)c(-c3ccco3)nc2c1	2	8	29	30*	40*	11	1	-0.1	-0.6
O=C(NC(=S)N1CCOCC1)c1ccc(F)cc1	8	-5	3	1	5	2	0	0.7	-0.2
Cc1ccsc1/C=N\Nc1cn[nH]c(=O)c1Cl	-13	-2	0	5	3	4	1	-0.1	-0.2
COc1cccc(N(C(=O)CNC(=O)c2ccco2)C(C(=O)NC2CCCCC2)c2cccnc2)c1 (stereo not drawn)	4	3	3	-6	5	1	0	-0.1	1.0
COC(=O)c1cn(CC(=O)Nc2ccc(F)cc2)c2ccccc12	-4	2	3	-3	-5	2	0	0.0	0.4
Cc1cc(C)nc(S/C=C/C(=O)c2ccc(F)cc2)n1	8	-7	-3	1	-6	1	1	-0.1	-3.1
CC(C)NCC#CCOc1ccc(Cl)cc1	10	0	10	2	5	-1	0	-0.5	-1.4
CC(C)CCNC(=O)CC1C(=O)N(Cc2ccccc2)C(C)c2nc3ccccc3n21 (stereo not drawn)	-1	3	1	-3	-1	3	1	-0.3	0.6
CC(C)(C)NS(=O)(=O)c1ccc(/C=C/C(=O)O)cc1	18	1	3	0	5	-1	0	-0.2	1.0
Nc1cc(OC(=O)c2ccccc2Br)nn1S(=O)(=O)c1ccccc1	5	3	0	6	5	2	0	-0.1	0.2
O=C1Nc2cc(C(=O)NCCCN3CCCC3)ccc2S/C1=C/c1ccccc1F	13	0	-1	-4	6	-2	0	-0.1	2.9
CN1C(=O)CC(Nc2cccc3cccc(N)c23)C1=O (stereo not drawn)	-2	2	9	1	15	3	1	-0.1	-0.6
CCOc1cc(C=O)cc(Br)c1OCC(N)=O	-6	4	2	-2	7	-2	4	-0.1	-0.2
O=C(c1nc(SCc2ccc([N+](=O)[O-])cc2)n2ccccc12)C(F)(F)F	-7	6	-5	9	-4	0	1	-0.1	0.4
O=C(O)c1ccccc1-c1cn2cc(Cl)ccc2n1	-3	11	15	2	15	0	1	-0.1	-4.9
Clc1cccc(-c2nc(-c3ccccn3)no2)c1	16	5	0	0	-2	0	0	-0.1	5.1
CCn1cc([N+](=O)[O-])c(C(=O)Nc2ccn(Cc3ccccc3)n2)n1	0	5	0	-3	-4	-3	0	0.1	-1.1
CCCC(=O)Nc1cc(S(=O)(=O)N2CCOCC2)ccc1N1CCCCC1	12	5	·	·	·	·	1	0.4	·
O=C1c2ccccc2C2(c3ccccc3)N1CCN2C(=O)C(Cl)(Cl)Cl (stereo not drawn)	6	3	4	-2	-1	0	0	0.1	0.3
CCN=c1sc(C(=O)OC)cc(=O)n1CC	20	2	-1	-7	-3	3	0	0.1	1.1
O=C(CCc1ccc(S(=O)(=O)N2CCOCC2)cc1)Nc1cc(Cl)ccc1N1CCOCC1	-7	6	3	7	-1	3	1	0.1	-3.4
COc1cc(C2C(C#N)=C(N)Oc3n[nH]c(-c4cccs4)c32)cc(OC)c1O (stereo not drawn)	-191	-28	3	1	-11	1	0	-0.1	-7.4
CCOC(=O)/C=c1\s/c(=C\c2ccc3cc(OC)ccc3c2)c(=O)n1CC(=O)NCC1CCCO1 (stereo not drawn)	9	2	1	-6	-1	-9	2	0.1	-47*
C#CCOc1ccc(Cl)cc1/C=C1/C(=O)ON=C1C	7	4	4	-6	-1	-5	1	0.0	0.0
COc1ccccc1-c1nn(Cc2ccccc2)cc1/C=C/C(=O)O	2	-1	-2	2	4	4	3	0.0	-0.2
CCOc1ccc2nc(SCC(=O)N(CCOC)c3c(N)n(Cc4ccccc4)c(=O)[nH]c3=O)[nH]c2c1	-3	-5	-12	5	-8	4	0	0.0	0.6

Rewritten as labelled records: 2 of the compounds above.
CCOC(=O)/C=c1\s/c(=C\c2ccc3cc(OC)ccc3c2)c(=O)n1CC(=O)NCC1CCCO1 (stereo not drawn)
  VLA-4 inh: 9; GLD-1 TGE inh: 2; BCLXL inh: 1; PME-1 primary: -6; MCL1-BIM inh: -1; Fam108B inh: -9; GRK2 aptamer HTS: 2; Efflux pump inh: 0.1; MEX-5 binding: -47*

COc1ccccc1-c1nn(Cc2ccccc2)cc1/C=C/C(=O)O
  VLA-4 inh: 2; GLD-1 TGE inh: -1; BCLXL inh: -2; PME-1 primary: 2; MCL1-BIM inh: 4; Fam108B inh: 4; GRK2 aptamer HTS: 3; Efflux pump inh: 0.0; MEX-5 binding: -0.2

Additional records.
SMILES	VLA-4 inh	GLD-1 TGE inh	BCLXL inh	PME-1 primary	MCL1-BIM inh	Fam108B inh	GRK2 aptamer HTS	Efflux pump inh	MEX-5 binding
O=C(CCCN1C(=O)/C(=C\c2cccs2)SC1=S)Nc1cccnc1	0	4	0	-15	2	-10	1	-0.1	0.0
COC(=O)CSC1=C(C#N)C(c2ccc(C)o2)CC(=O)N1 (stereo not drawn)	6	1	3	1	2	12	0	-0.1	-4.0
CCOC(=O)N1CCC(=NNS(=O)(=O)c2cccc([N+](=O)[O-])c2)CC1	2	-3	-2	1	3	2	0	0.0	-3.7
CN1C(=O)C(=O)/C(=C(/O)c2ccccc2)C1c1ccccc1 (stereo not drawn)	0	-1	2	1	-2	3	0	-0.1	1.1
CC(C)(CO)NCc1cccs1	11	6	4	-1	12	2	0	0.0	-1.3
CC(=O)c1ccc(NC(=O)c2ccc([N+](=O)[O-])o2)cc1	2	·	·	·	·	·	1	-0.1	0.7
O=C(Nc1ccc2snnc2c1)Nc1cccc2ccccc12	15	-3	5	-20	-2	-13	0	-0.2	1.2
C=CCNc1nc(NCC)nc(N2CCOCC2)n1	-1	-7	6	-14	10	-3	0	-0.2	0.1
COc1cc(C(=O)COC(=O)c2c(C)noc2C)cc(OC)c1OC	1	3	·	·	·	·	0	0.1	·
O=C(Nc1nc2c(s1)CCCC2)c1cc2n(n1)C(C(F)(F)F)CC(C1CC1)N2 (stereo not drawn)	5	2	-2	1	-1	-3	0	0.3	-1.9
CNC(=S)Nc1cc(C(=O)N2CCCC2)ccc1N1CCCC1	10	5	4	2	5	1	1	-0.2	-3.5
Cc1ccc(CNC(=O)CNC(=O)c2c(C)nn(C)c2Cl)cc1	1	-1	3	5	-1	-2	0	0.1	-2.1
C1COCCNCCOCCOCCOCCN1	5	3	4	0	13	-1	0	-0.1	1.0
CC(C)C(NC(=O)c1ccc(F)cc1)C(=O)N1CCN(C(=O)c2ccco2)CC1 (stereo not drawn)	-3	3	6	-4	2	·	4	0.0	·
Cc1ccc(C)c(SCC(=O)NNC(=O)c2ccccc2)c1	-6	6	2	-4	3	-1	1	0.0	-2.1
COc1cccc(NC(=O)CN(C)C(=O)CC(C)c2ccccc2)c1 (stereo not drawn)	11	-4	-3	4	-6	-4	5	1.0	1.0
Cc1ccc2nc(-c3ccccc3)nc(SC(C)C(=O)NCc3cccs3)c2c1 (stereo not drawn)	3	-1	0	-1	-1	-9	0	0.0	-2.0
O=C(COc1ccc(F)cc1)NCCNC(=O)COc1ccc(F)cc1	12	6	·	·	·	·	0	0.1	·
Cn1c2c(c(=O)n(C)c1=O)CN(CCN1CCNCC1)CN2	7	2	5	-4	7	-3	0	0.0	-0.8
Cc1cc(=O)c(C(=O)Nc2cccc(N3CCCC3=O)c2)nn1-c1ccccc1F	-7	6	1	1	-4	·	1	-0.2	·
O=C(c1cn(-c2ccccc2)nc1-c1ccc(F)cc1)N1CCOCC1	-3	-2	5	-3	5	1	3	-0.1	-0.2
CN(CCc1cnn(C)c1)C(=O)CCc1nnc(CCCc2ccccc2)o1	5	-6	2	0	6	0	5	0.2	0.0
CCOC(=O)C(NC(=O)Nc1ccc(C(N)=O)cc1)(c1ccccc1)C(F)(F)F (stereo not drawn)	8	13	24	-2	3	2	1	-0.2	-1.6
O=C(Nc1nc2c(s1)CCCC2)c1cc(-c2ccccc2)nc2ccccc12	-34	6	3	-12	-10	-15	3	-0.3	0.8
O=C(OCCN(CCOC(=O)c1ccncc1)S(=O)(=O)c1cccs1)c1ccncc1	-4	1	2	-2	1	-3	0	0.1	0.0
Cc1cccc(OCCCC(=O)Nc2nc3ccccc3[nH]2)c1	-13	7	5	5	12	-1	1	-0.2	-1.3
CC(=O)N1CCOc2ccc(S(=O)(=O)NCCc3ccc(S(N)(=O)=O)cc3)cc21	15	-5	1	-4	1	-2	0	0.5	-2.7
Cc1nn(-c2ccc(Cl)cc2Cl)c(=O)c2ccccc12	-9	0	8	1	2	2	0	0.0	2.9
O=C(/C=C/c1ccccc1)N1CCC(Cc2ccccc2)CC1	8	1	2	1	1	-2	3	0.2	0.5
O=C(NC1CCCc2ccccc21)c1ccccc1Br (stereo not drawn)	13	-3	2	2	5	2	0	0.0	-1.7
CCOc1ccc(NC(=O)C(C)Sc2nccn2C)cc1 (stereo not drawn)	-6	4	4	-1	6	9	0	-0.1	-0.9
CC1CCCCN1C(=O)COC(=O)C1CCN(S(=O)(=O)c2ccc3c(c2)OCCO3)CC1 (stereo not drawn)	27	0	-1	5	-1	1	0	0.0	2.1
CC1(C)CC(=O)c2sc(NC(=O)CCS(=O)(=O)c3ccccc3)nc2C1	7	6	-3	-5	-7	-1	0	0.0	-0.5
C=CCN1C(=O)CN=C1Nc1ccc(F)cc1	1	1	7	-3	5	-2	4	0.0	2.4
O=S(=O)(NC1=NCCCCCC1)c1cccs1	8	4	0	0	1	6	2	0.1	-3.2
O=C(COc1ccc(Cl)cc1)Nc1ccc2oc(-c3ccncc3)nc2c1	11	-1	0	-17	-3	-4	0	0.0	-1.0
O=S(=O)(c1ccccc1)N1N=C(c2cccs2)CC1c1cccc(O)c1 (stereo not drawn)	-19	3	-2	3	-5	0	4	0.4	-6.3
CC1CC(C)CN(C(=O)c2ccc(S(=O)(=O)N3CCCC3)cc2)C1 (stereo not drawn)	0	3	-2	-4	1	-11	4	-0.4	0.6
NC(=S)N/N=C/C=C/c1ccccc1	-7	0	-2	-6	-3	0	0	-0.4	-0.8
O=c1c2cc(Br)cc(Br)c2oc2nc3n(c(=O)c12)CCCS3	-2	9	13	-1	13	5	3	-0.1	-3.2
CC(C)c1ccccc1NC(=O)C1C2C=CC(C2)C1C(=O)O (stereo not drawn)	16	-12	2	-3	5	1	0	0.0	-0.6
CC(=O)NNC(=O)CCC(=O)Nc1ccccc1	-2	6	-2	2	2	1	0	-0.1	-0.1

This is a subset, so the mix of outcomes need not match the whole.
